Screening data from PubChem.
SUMO1 PPI mod: modulators of human SUMO1-mediated protein-protein interactions. P63165. SUMO1 binding to a labelled peptide, TR-FRET, 1 h. inhibition, % at 20 µM. 0.33% of 360,000 active; in the data active means inhibition above about 37%
Target sequence (P63165 whole entry, looked up): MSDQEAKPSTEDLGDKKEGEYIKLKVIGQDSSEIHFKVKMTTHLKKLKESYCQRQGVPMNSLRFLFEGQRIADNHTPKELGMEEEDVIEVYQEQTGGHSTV
Rpn11 block: Rpn11 (human) deubiquitinase inhibition | O00487 | human 26S proteasome, Ub4-pepOG fluorescence polarization; 20S core pre-blocked with epoxomicin | calls only at 20 µM | 0.59% of 360,000 active | AID 588493;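 active means inhibition at 20 µM, scaled to each plate's controls, above about 33%, limit read from the data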
STEP inh: blocks human striatal-enriched tyrosine phosphatase; recombinant STEP, OMFP fluorogenic substrate, fluorescence; 0.25% of 360,000 active; inhibition, % at 20 µM; AID 588621; P54829;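 active means inhibition at 20 µM, scaled per plate between control wells, above about 37%, limit read from the data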;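 further: 0% = DMSO with enzyme and substrate and 100% = substrate only without enzyme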
Target sequence (P54829 whole entry, looked up): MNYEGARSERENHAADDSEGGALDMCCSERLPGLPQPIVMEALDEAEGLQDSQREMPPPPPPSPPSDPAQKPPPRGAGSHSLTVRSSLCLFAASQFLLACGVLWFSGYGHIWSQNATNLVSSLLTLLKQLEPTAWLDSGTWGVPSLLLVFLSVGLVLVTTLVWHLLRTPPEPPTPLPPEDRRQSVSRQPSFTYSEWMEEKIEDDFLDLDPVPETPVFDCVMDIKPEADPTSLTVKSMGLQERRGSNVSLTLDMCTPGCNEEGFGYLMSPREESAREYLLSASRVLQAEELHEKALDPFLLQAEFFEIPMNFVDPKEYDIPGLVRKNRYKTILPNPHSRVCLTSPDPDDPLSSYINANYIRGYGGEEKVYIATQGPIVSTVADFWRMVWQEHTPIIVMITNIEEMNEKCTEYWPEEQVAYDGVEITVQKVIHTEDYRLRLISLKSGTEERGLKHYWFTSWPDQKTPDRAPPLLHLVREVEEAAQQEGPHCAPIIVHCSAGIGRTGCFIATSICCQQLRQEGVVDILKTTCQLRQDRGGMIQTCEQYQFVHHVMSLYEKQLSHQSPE
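Assay system: isolated STEP enzyme / Timing: 20 min at room temperature, dark / Doses: 20 µM, 1% DMSO / Technique: fluorescence intensity, excitation 480 nm, emission 540 nm / Reagent: fluorogenic phosphatase substrate OMFP at 25 µM final / Measure: percent inhibition scaled to no-enzyme and uninhibited-enzyme controls, plate-pattern corrected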
DNMT1 inh: blocks human DNA methyltransferase DNMT1. P26358. DNMT1 molecular beacon, Hinp1I cleavage, fluorescence. inhibition (reported as % activation of signal), % at 10 µM. 0.83% of 360,000 active; in the data active means inhibition above about 50%
PABP1 MLLE inh: inhibitors of microRNA-mediated deadenylation, human PABP1 MLLE binding. P11940. GST-MLLE / FITC-PAM2 fluorescence polarization. inhibition, % at 20 µM. 0.36% of 360,000 active; in the data active means inhibition above about 35%, passing the limit was not always enough;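 further: plate controls were DMSO wells with GST-MLLE for no effect and wells lacking GST-MLLE protein for full effect; some results filed as inactive read as strong as hits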
LMPTP block: blocks human LMPTP phosphatase. inhibition, % at 20 µM. 0.22% of 360,000 active. recombinant LMPTP-A, OMFP fluorogenic substrate, fluorescence intensity. P24666;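 active means compounds that cut the enzyme signal by at least half of the control window in the single-dose screen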;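 further: plate controls were DMSO wells with enzyme plus substrate for no effect and substrate without enzyme for full effect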
Target sequence (P24666 whole entry, looked up): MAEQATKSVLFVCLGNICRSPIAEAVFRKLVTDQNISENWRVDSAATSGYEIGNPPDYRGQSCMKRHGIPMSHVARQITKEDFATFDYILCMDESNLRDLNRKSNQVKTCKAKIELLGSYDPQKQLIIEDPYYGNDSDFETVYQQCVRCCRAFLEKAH
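test system = LMPTP-A | amount = 0.625 nM LMPTP-A final | reagent = fluorogenic phosphatase substrate OMFP at 400 µM final | incubation = 50 min at room temperature | benchmarks = no-enzyme low control, uninhibited high control | medium = Bis-Tris pH 6.0, DTT, detergent | signal = fluorescence intensity of OMFP turnover product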
Tb MetRS inh: Trypanosoma brucei MetRS inhibition; 0.4% of 360,000 active; purified T. brucei MetRS, ATP depletion, Kinase-Glo luminescence; inhibition, % at 11.9 µM; AID 624268;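 active means inhibition above a per-plate cutoff of the control wells' mean inhibition plus 3 SD, cut at about 5.5% in these data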;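 further: 0% = DMSO wells median and 100% = median of wells with control inhibitor compound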
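System: purified T. brucei MetRS enzyme / Detection: Kinase-Glo luciferase luminescence reporting remaining unconsumed ATP / Medium: HEPES buffer with MgCl2, KCl, DTT, spermine, BSA, pyrophosphatase / Replication: singlicate, one well per compound / Evaluation: percent inhibition relative to median high and low control wells / Schedule: 2 h aminoacylation at 25 °C after 15 min preincubation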
Scp1 inh: Scp-1 (human) phosphatase inhibition | AID 493091 | inhibition, % at 20 µM | 0.88% of 340,000 active | Q9GZU7 | Recombinant Scp1, phosphopeptide, malachite green phosphate absorbance;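 active means inhibition above about 50% at 20 µM, limit read from the data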;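 further: plate controls were DMSO wells with enzyme for no effect and wells lacking enzyme for full effect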
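Test system: SCP-1 phosphatase catalytic domain, residues 76-261; measured by: colorimetric phosphate reagent with accelerator and stabiliser, absorbance at 630 nm; timing: enzyme reaction 45 min at room temperature, colour 5 min, stabilisation 30 min; also added: Phosphorylated 17-residue peptide substrate; compound dosing: one concentration, 20 µM, with 1.0% DMSO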
CSN inh: inhibitors of human CSN-mediated cullin deneddylation. 0.38% of 360,000 active. Q92905. Purified CSN, SCF-Nedd8-OG deneddylation, fluorescence polarization. inhibition, % at 12.5 µM. AID 651999;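 active means pattern-corrected inhibition above about 35%, with an unprinted fluorescence ratio check between 0.5 and 1.5, limit read from the data, passing the limit was not always enough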;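 further: 0% = enzyme with substrate and 100% = substrate without enzyme; some results filed as inactive read as strong as hits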
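assay system = purified human Csn5 enzyme expressed in HEK293T cells | amount = 0.24 nM enzyme | buffer or medium = Tris/NaCl/DTT buffer, pH 7.5 | reagent = 10 nM SCFSkp2-Nedd8OG | compound = one concentration, 12.5 µM, 0.25% DMSO | times = 90 min reaction at room temperature | signal = FP | read-out basis = % inhibition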
NadD inh: blocks S. aureus nicotinate mononucleotide adenylyltransferase. purified NadD enzyme, colorimetric absorbance read-out. inhibition, % at 20 µM. 0.78% of 360,000 active. AID 602399; in the data active means inhibition above about 26%; further: some compounds past the cut are filed as inactive
Starred values were filed as active, the others as inactive; i = inactive; . = not tested or not shown; + = active, no number.

Results follow in this order: SUMO1 PPI mod	Rpn11 block	STEP inh	DNMT1 inh	PABP1 MLLE inh	LMPTP block	Tb MetRS inh	Scp1 inh	CSN inh	NadD inh
1) O=C(CC1CC2CCC1C2)NCc1cccs1 (stereo not drawn)
    2	i	0	5	1	-0.8	-0.6	-8	5	6
2) CCOC(=O)c1c(C)[nH]c(C(=O)O)c1C
    -1	i	0	-1	-9	-1.5	-0.5	-13	-2	2
3) O=C(CSc1nnc(-c2ccco2)c(-c2ccco2)n1)Nc1ccccc1
    77*	i	18	118*	16	53*	0.3	58*	47	15
4) Cc1cc(C(=O)CCC(=O)N(C)CC(=O)Nc2c(Cl)cccc2Cl)c(C)s1
    1	i	7	-9	4	0.3	-0.1	-6	90*	4
5) O=C(Nc1ccc(Cl)c(S(=O)(=O)N2CCOCC2)c1)c1ccccc1-c1ccc(C(F)(F)F)cc1
    -4	i	0	-10	-4	1.8	0.5	-12	1	5
6) CC(=O)Nc1cc(C)c(S(C)(=O)=O)c(C)c1
    -1	i	-2	3	12	-0.8	-0.6	-6	1	-7
7) NS(=O)(=O)c1ccc(N/C=C\C(=O)c2ccc3ccccc3c2)cc1
    3	+	3	88*	-24	12	-0.3	-1	14	10
8) C(#CC1CCCCC1)c1ccc2c(c1)COc1c3ccccc3nn1-2
    -4	i	1	1	1	1.6	-0.1	-8	1	2
9) Cc1nc(-n2ncc(C#N)c2N)c2c3c(sc2n1)CCC3
    -2	i	1	16	2	48	0.3	-11	3	-1
10) O=C(N/N=C\c1ccc(Cl)cc1Cl)c1sccc1-n1cccc1
    -4	i	2	-4	-16	3.6	-0.9	-5	-3	-6
11) O=c1ccn([C@@H]2O[C@H](CO)[C@@H](O)[C@H]2O)c(=O)[nH]1
    -2	i	0	81*	-9	-2.0	-1.7	-9	-6	-2
12) Nc1ncnc2c1ncn2[C@H]1C[C@H](O)[C@@H](CO)O1
    6	i	-5	1	1	-0.8	-0.2	7	2	-2
13) COc1ccc(OC)c(CNc2ccc(F)c(Cl)c2)c1
    -5	i	-1	-3	-21	1.4	-0.7	-1	-5	-4
14) CN(C)c1cccc(/C=C(\C#N)c2ccccc2)c1
    -11	i	1	-4	-9	4.3	-0.5	-14	4	-5
15) Cc1cccc(N2C(=O)c3cccc4c(N)ccc(c34)C2=O)c1
    -107	i	-115	75*	i	-8.4	-0.1	0	-75	0
16) CCCn1nnnc1SCC(=O)Nc1cccc(NC(=O)c2ccco2)c1
    -3	i	2	0	-6	0.7	-0.7	-4	-2	2
17) COC(=O)c1c(NC(=O)C2CCCCC2)sc2c1CC(C)(C)NC2(C)C
    -2	i	2	1	0	0.0	-0.9	-9	5	-5
18) Cc1ccc(CNC(=O)CNC(=O)[C@@H]2Cc3ccccc3CN2)cc1
    3	i	1	0	0	-1.3	-0.7	-2	2	-5
19) COc1cccc(NC(=O)C(=O)NCC2CCCN2S(=O)(=O)c2cccs2)c1 (stereo not drawn)
    -4	i	-4	1	-3	1.0	-0.2	.	-2	1
20) Cn1c(SCC(=O)N/N=C/c2ccccn2)nnc1-c1ccccc1
    -2	i	0	1	-1	-0.8	-0.2	8	2	-2
21) O=[N+]([O-])c1ccc(Cl)c2c1C1C=CCC1C(c1ccccn1)N2 (stereo not drawn)
    17	i	4	51*	3	14	0.1	-3	2	41*
22) Nc1nnc(SCC(=O)Nc2ccc3c(c2)OCCO3)s1
    -2	i	2	1	3	-0.7	-0.8	0	1	-4
23) Cc1ccc(N=CC2=C(O)CC(c3ccc(Cl)cc3)CC2=O)cc1 (stereo not drawn)
    -3	i	-3	36	3	-0.2	-0.7	-5	5	2
24) Cc1ccc2nc(-c3ccc(F)cc3)c(Cc3cccc(Cl)c3)n2c1
    10	i	-1	3	2	3.3	-0.3	.	4	4
25) CCN1C(=O)[C@H]2[C@@H](c3ccc(-c4cccc(Cl)c4)cc3)N[C@@](Cc3ccccc3)(C(=O)OC)[C@H]2C1=O
    -1	i	1	-12	-3	2.9	-0.1	-9	4	11
26) O=C(O)C(CCc1ccccc1)N1CCOCC1 (stereo not drawn)
    -2	i	-3	2	2	-1.8	-0.3	.	0	-6
27) CCC(C)(C(=O)NC1CCCC1)N(C(=O)CNC(=O)c1ccccc1)c1c(C)n(C)n(-c2ccccc2)c1=O (stereo not drawn)
    -2	i	0	0	7	0.0	0.2	-1	-5	2
28) CC(C)(C)OC(=O)NCCCCCNC(=O)c1[nH]cnc1C(=O)Nc1cccc(Cl)c1
    -4	i	-1	11	-6	2.1	-0.4	-2	1	0
29) O=C1NC(c2ccc(Cl)cc2)=COc2ccccc21
    4	i	-2	2	7	0.4	2.2	-7	9	-4
30) Cc1cc(C(=O)O)ccc1NCc1cccnc1
    -2	i	-5	1	5	0.1	-2.2	-6	2	-2
31) O=C(CN1CCC(O)(c2ccccc2F)CC1)NCCc1c[nH]c2ccccc12
    2	i	-1	0	-11	-1.7	-0.7	0	-3	-10
32) CCCCNC(=O)Nc1ccccc1Br
    2	i	-2	0	8	-1.8	-0.3	-6	-6	-3
33) CC(C)(CNC(=O)c1cccc(S(=O)(=O)Nc2ccc(Br)cc2)c1)N1CCOCC1
    -3	i	0	0	-27	-0.2	-0.6	-4	-5	-1
34) C=CCn1c(SCC(=O)Nc2sccc2C(N)=O)nc2ccccc2c1=O
    7	i	-1	-6	-9	6.0	-0.5	-9	1	1
35) O=C(Nc1ccc2ncccc2c1)c1cc(Cl)ccc1Cl
    1	i	0	-1	-6	1.4	0.5	-8	1	-5
36) NC(N)=Nc1nc(-c2ccccc2)c2ccccc2n1
    -23	i	2	3	2	2.7	0.2	-2	2	-1
37) CCCS(=O)(=O)c1c(S(=O)(=O)CCC)c2c(C)cccn2c1C(=O)N/N=C/c1cc(O)cc(O)c1
    -11	i	2	-1	-5	0.5	-0.7	-2	-1	18
38) O=C(Nc1cccc2ccccc12)c1ccc([N+](=O)[O-])cc1
    -27	i	-1	-1	-5	-0.4	-0.2	-10	1	-3
39) COc1ccccc1C(=O)COC(=O)c1c(-c2ccccc2)noc1C
    -5	i	0	1	-13	3.5	-0.5	-13	5	-5
40) O=C(Nc1ccc(S(=O)(=O)N2CCCCCC2)cc1)C1CCCO1 (stereo not drawn)
    5	i	4	-2	-6	1.1	-0.5	8	2	-1
41) CC(C)N(Cc1c(O)ccc2c(=O)c(-c3ccc(Cl)cc3)coc12)C(C)C
    -2	i	2	-36	-3	0.4	0.2	-1	-2	18
42) Cc1ccc2nc(N/N=C/c3ccco3)cc(C)c2c1
    -10	i	1	0	-16	3.0	3.2	3	2	-3
43) O=C1C2C3C=CC(C2C(=O)N1c1nccs1)C1C(=O)N(c2nccs2)C(=O)C31 (stereo not drawn)
    3	i	1	3	8	-1.8	0.5	5	-5	1
44) O=C(CCCC(=O)NN=Cc1cccc(O)c1)NN=Cc1cccc(O)c1
    -3	i	-4	-2	-11	-1.1	2.2	1	1	-1
